# Growth percent in the NCI-60 one-dose screen (48 h, 10 µM unless noted): 100 = growth as untreated, 0 = no growth, -100 = all killed.
# HS 578T = HS 578T breast cancer; 78,000 tested, 4.1% active
# LOX IMVI = LOX IMVI melanoma; 79,000 tested, 7.4% active
# MDA-MB-468 = MDA-MB-468 breast cancer; 78,000 tested, 8.5% active
# MALME-3M = MALME-3M melanoma | AID 1794766 | 78,000 tested, 5.8% active
# MCF7 = MCF7 breast cancer; AID 1794796; 82,000 tested, 6.3% active
# MDA-MB-231 = MDA-MB-231 breast cancer; 81,000 tested, 5% active; AID 1794789
# T-47D = T-47D breast cancer | 79,000 tested, 5% active | AID 1794792
# BT-549 = BT-549 breast cancer | 78,000 tested, 4.4% active | AID 1794793
# The depositor's hits bear a star; x = no result given; & = joins results of further samples. How the source made its calls: active means growth percent below 10; inactive means the rest.
SMILES,HS 578T,LOX IMVI,MDA-MB-468,MALME-3M,MCF7,MDA-MB-231,T-47D,BT-549
C=C1CC[C@@H]2[C@]3(C)COC(c4cn[nH]c4-c4cccc(F)c4)O[C@@H]3CC[C@@]2(C)[C@@H]1C/C=C1/C(=O)OCC1O (stereo partly specified),x,x,86.5,101.4,59.2,x,84.1,116.5
COc1ccc(C(C(=O)NC(C)(C)C)N(Cc2ccco2)C(=O)CNC(=O)OC(C)(C)C)cc1OC (stereo unspecified),110.5,91.7,84.8,98.9,68.4,97.0,106.0,98.7
COc1cc(CNC(=O)C[C@H](C)CCC=C(C)C)ccc1OCc1cn(-c2ccc(C#N)cc2)nn1,76.0,72.6,30.2,75.4,42.3,81.4,36.0,58.5
Cc1ccn2cc(Cc3cc(=O)oc4c3ccc3ccccc34)c(=O)nc2c1,95.2,98.6,116.7,99.8,93.8,97.6,85.8,99.5
O=C1Nc2cc(-c3ccc(NS(=O)(=O)c4ccc(-c5ccccc5)cc4)cc3)ccc2/C1=C/c1ccc[nH]1,59.4,20.2,-52.5*,50.0,-25.2*,63.9,3.2*,3.7*
Cc1cccc2c(=O)n3c(cc12)-c1[nH]c2ccccc2c1CC3,92.2,91.4,57.8,102.9,72.1,81.4,83.1,113.5
Cc1cccc(Cl)c1NC(=O)CCC(=O)O,111.3,112.9,123.0,105.8,101.3,111.8,111.3,104.5
Cc1nnc2n(N)c(=O)c3cnn(-c4ccccc4)c3n2c1=O,80.5,101.6,104.5,89.9,99.7,94.9,103.8,103.5
N#Cc1c(NC(=O)c2ccco2)[n+]([O-])c2cc(C(F)(F)F)ccc2[n+]1[O-],284.8,104.3,x,106.7,101.5,97.1,102.0,105.0
COc1ccn(C2CCCCO2)c(=O)n1 (stereo unspecified),100.5,100.1,108.2,x,103.8,106.4,107.0,112.9
C[C@H]1[C@H](C)CC[C@]2(C(=O)Nc3ccc4ncccc4c3)CC[C@]3(C)C(=CC[C@@H]4[C@@]5(C)CCCNC(C)(C)[C@@H]5CC[C@]43C)[C@H]12,-53.3*,-89.7*,-55.7*,-78.5*,-83.4*,-71.9*,78.0,92.0
O=C(CSc1nc2ccccc2c(=O)n1-c1ccccc1)Nc1ccc(-c2nc3ccc([N+](=O)[O-])cc3[nH]2)cc1,77.1,37.8,81.5,71.1,40.6,76.8,89.1,80.0
O=C(O)C1=Nc2ccc(Cl)cc2/C1=C\c1sc(=S)[nH]c1O,88.2,97.3,101.4,90.7,97.1,106.4,96.6,111.5
COc1cc(C2CC(c3cccc(Nc4ccnc5cc(Cl)ccc45)c3)=NN2c2ccccc2)cc(OC)c1OC (stereo unspecified),63.6,46.1,82.1,64.3,60.6,77.7,42.9,88.6
CCCCCSc1nnc(-c2c(C)nc3ccc(Cl)cn23)o1,91.5,92.0,93.3,98.7,88.1,60.1,83.6,98.1
O=C(Cn1cc(CN2C(=O)c3ccc([N+](=O)[O-])cc3C2=O)nn1)Nc1ccc([N+](=O)[O-])cc1,107.7,103.2,116.0,104.6,95.6,106.1,101.4,114.8
O=C(Nc1c(Cl)cc2c(c1Cl)Cc1cc([N+](=O)[O-])ccc1-2)C(Cl)Cl,29.0,86.7,53.9,79.0,77.0,64.5,70.8,x
CCCCOc1nc2ccc(C)cc2cc1/C=C/c1cc(/C=C/c2cc3cc(C)ccc3nc2OCCCC)[nH]n1,101.5,103.2,97.1,101.2,91.6,101.8,104.6,105.0
O=C(CCl)Nc1ccc2c(Nc3cc(O)ccc3Cl)ncnc2c1,4.7*,-81.6*,-61.7*,-86.4*,-57.9*,-84.5*,-52.4*,-78.5*
CCCCc1nc(/C=N/Nc2nc(Nc3ccccc3)nc(Nc3ccc(S(N)(=O)=O)cc3)n2)c(Cl)[nH]1,77.8,41.1,-12.5*,99.7,46.8,67.0,14.9,47.9
COc1cc([N+](=O)[O-])ccc1O,109.6,89.5,104.8,89.5,92.9,96.7,98.5,110.4
O=C1Nc2ccc(C(=O)O)c(O)c2C1=O,108.3,54.5,107.7,x,103.8,112.6,105.8,106.0
CNC1=C([N+](=O)[O-])C(c2cc3ccc(Cl)cc3nc2Cl)C(C#N)=C(c2cccs2)O1 (stereo unspecified),89.5,81.3,87.7,87.4,37.2,83.6,54.8,95.2
COc1cccc2c1OC1(C=C2)Oc2c(cccc2OC)C=C1C (stereo unspecified),88.8,54.1,50.2,92.5,45.5,81.0,50.6,79.6
CCCCCCOC(=O)c1ccccn1,102.0,105.1,103.7,97.4,104.3,111.4,101.2,73.8
SMILES,HS 578T,LOX IMVI,MDA-MB-468,MALME-3M,MCF7,MDA-MB-231,T-47D,BT-549
CN1CCN(Cc2cc(NC(=O)c3cccc(C#Cc4cccc5[nH]nc(N)c45)c3)cc(C(F)(F)F)c2)CC1,22.3,-90.1*,10.8,-54.7*,-23.4*,-31.0*,49.0,46.0
COC(Cc1ccccc1)OC,96.9,98.6,x,80.1,99.0,104.2,101.3,91.1
COc1c(O)c(O)cc2c3c(oc12)CC(C(C)C)CC3=O (stereo unspecified),92.5,25.8,84.2,112.1,72.6,81.0,50.8,82.5
CCN(CC)C(=O)C[N+](C)(C)CCOC(c1ccccc1)c1ccccc1,111.6,97.7,108.5,98.5,93.4,117.1,105.5,99.3
CC1CCCCc2nc3c(c(=O)n21)CCCC3 (stereo unspecified),96.9,99.9,107.2,123.4,99.9,109.0,92.2,101.8
O=S(=O)(NCCNc1nccc(-n2ccc3cccnc32)n1)c1ccc(Cl)cc1,98.5,89.7,93.0,106.4,99.8,97.9,99.1,x
O=C(CS)Nc1cccc(O)c1,101.3,94.3,122.1,96.3,95.5,107.0,110.2,93.6
CCOC(=O)C=C(C)C,101.6,97.7,102.3,96.4,97.8,95.0,103.5,118.5
C[C@H](NC(=O)c1cnc2c(-c3ccc(C(F)(F)F)cc3)cccc2c1)c1ccccn1,61.5,58.1,50.2,80.0,58.0,48.0,38.7,74.0
CC1CC(=O)C2=C(C1)Nc1ccc(Br)cc1CC2c1c[nH]c2ccc(Br)cc12 (stereo unspecified),58.0,34.9,-3.6*,59.3,16.7,68.8,33.4,64.9
COC(=O)[C@]1(C)CCC[C@]2(C)[C@H]3C[C@H]4C(C(C)C)=C[C@]3(CC[C@H]21)[C@@H]1C(=O)NC(=O)[C@@H]14,98.5,102.9,108.3,86.2,85.9,108.2,94.0,92.2
O=C(Nc1ncccc1OCc1ccccc1Cl)NC12CC3CC(CC(C3)C1)C2,82.6,86.2,72.1,107.3,76.8,83.4,76.7,90.2
COC(=O)c1ccc2c(c1)C(=O)N(c1ccc(S(N)(=O)=O)cc1)C2=O,96.7,96.2,96.6,94.2,97.7,96.7,102.5,105.8
COc1ccc2c3c(c(OCCCN(C)C)nc2c1)-c1ccc(Cl)cc1C3=O,68.7,-93.3*,43.5,-57.5*,-82.3*,-62.3*,72.7,92.5
O=C(CN1CCOCC1)N1CCN(C(=O)CN2CCOCC2)CC1,114.2,93.1,101.6,91.7,100.1,111.0,97.8,100.1
Cc1cc(C(=O)c2ccccc2)cc(C)c1O,x,92.1,110.9,94.1,93.8,123.6,95.6,x
C/C(=N/Nc1nc2ccccc2n1C)c1ccccn1,44.5,-39.4*,-41.9*,11.6,3.5*,28.8,8.0*,13.5
CC[C@]12C=CCN3CC[C@@]4(c5ccc(OC)cc5N(C)[C@H]4[C@@](O)(C(=O)OC)[C@@H]1OC(=O)CCCC[P+](c1ccc(F)cc1)(c1ccc(F)cc1)c1ccc(F)cc1)[C@@H]32,-2.2*,25.0,-74.6*,-55.9*,5.2*,2.8*,12.8,-23.5*
CC(=O)c1c(C)[nH]c(-c2nc3ccc(N4CCN(C)CC4)cc3[nH]2)c1C,67.4,81.0,73.7,78.2,39.6,61.3,60.6,81.4
C/C=N/NCCC#N,108.5,97.3,95.5,99.7,93.2,106.2,101.9,116.2
C/C(=C\CCc1ccoc1)CC/C=C(\C)CCCC1COC(=O)C1 (stereo unspecified),97.5,x,97.4,89.5,90.6,92.6,87.7,107.6
N#C/C(=C\c1ccc(F)cc1)C(=O)Nc1cc(-c2ccccc2)nn1-c1ccccc1,109.3,100.8,85.3,99.2,86.4,102.9,95.8,108.2
O=C(N/N=C\c1ccc(O)cc1)N/N=C/c1ccc(O)cc1,103.3,100.3,108.1,106.0,96.2,97.9,99.9,119.0
O=C(Nc1ccc(F)cc1)Nc1ccc(-c2cc(C(=O)Nc3ccccn3)c3ncccc3n2)cc1,109.4,103.6,56.4,94.8,72.5,103.8,88.2,110.3
CNC(=O)c1cc(N2CCc3cc(NC(=O)Nc4ccc(F)c(C(F)(F)F)c4)ccc32)ccn1,44.5,63.7,65.8,76.0,38.9,73.5,46.6,68.7
SMILES,HS 578T,LOX IMVI,MDA-MB-468,MALME-3M,MCF7,MDA-MB-231,T-47D,BT-549
COc1cc(Br)c(CCC(=O)O)cc1OC,111.6,96.4,93.0,x,104.2,92.9,96.8,x
NC(N)=N/N=C/c1cccc([N+](=O)[O-])c1,x,93.1,90.1,101.6,92.4,103.7,91.3,89.5
Cc1cc(NS(=O)(=O)c2ccc(N)cc2)no1,115.8&110.4,86.1&100.0,116.5&101.6,101.6&122.4,90.0&112.1,85.6&118.5,86.3,96.7&104.3
N#Cc1c(O)ccc(O)c1C#N,88.3,104.9,x,117.4,100.2,118.6,104.4,100.4
O=S(=O)(O)c1ccc2ccc(O)cc2c1,x,98.8,x,102.1,98.4,103.5,97.8,94.5
O=C(O)CCc1ccc(O)c(O)c1,114.1,106.5,86.5,99.4,108.2,101.9,108.3,104.0
CC(C)Cc1ccc(C(C)C(=O)NCc2ccc(Cn3c(=O)sn(-c4ccc(Cl)cc4)c3=O)cc2)cc1 (stereo unspecified),71.8,76.1,54.4,79.2,66.9,66.1,54.9,95.1
COc1cc(/C=C\c2cc(/C=C\c3ccc(O)c(OC)c3)n(C(=O)Nc3ccc(C(F)(F)F)cc3)n2)ccc1O,51.9,9.1*,43.8,52.3,22.9,54.8,47.4,19.0
Cc1cc(O)c2c(c1)C1OC(=O)CCCCN1C1=C2C(=O)c2cccc(OC3CC(O)C(O)C(C)O3)c2C1=O (stereo unspecified),105.1,100.3,110.3,116.6,100.7,93.7,76.1,80.8
CC(C)c1ccc(C(=O)OC2CCCCC2)cc1,97.1,86.9,95.7,95.1,108.4,94.7,80.7,96.1
CCCCCc1ccc(S(=O)(=O)Nc2cccc(-c3csc(NC(=O)CN4CCN(C)CC4)n3)c2)cc1,82.1,-58.0*,89.5,45.7,26.2,74.2,67.2,93.4
CCOC=Nc1c(C(=O)Nc2ccccc2)oc2ncccc12,112.9,95.5,110.4,109.4,90.6,85.0,82.8,105.2
CN(CCO)Cc1ccccc1,105.0,97.2,97.5,127.3,98.1,105.9,109.3,114.9
CC(=O)Nc1ccc(C(=O)CCN2CCCCC2)cc1,100.9,98.3,100.6,112.8,92.1,98.1,85.3,98.3
O=C(O)CNC(=O)c1cn(-c2ccccc2)nc1-c1ccc(Cl)s1,355.6,105.6,x,102.4,94.6,89.4,93.2,149.2
CCCCCCCCCC1=NC(C)(C)CN1CC(C)O (stereo unspecified),102.1,92.9,89.6,120.1,93.5,83.6,92.8,111.5
COc1ccc(Cc2nnc(SCC(=O)Nc3ccc(C)cc3)n2-c2ccc(C)cc2)cc1,100.1,97.6,108.2,99.3,97.1,99.5,x,x
Nc1ccc(Br)cc1C(F)(F)F,112.5,99.2,110.4,114.0,106.1,103.2,96.7,107.2
O=C1N[C@H]2C[C@@](O)(N1)[C@@H]1OCC2O1,109.2,99.9,96.9,105.6,89.4,118.4,94.2,76.9
COc1cc(/C=C/C(=O)c2ccc(NC(=O)CSc3nnc(-c4c[nH]c5ccccc45)n3-c3ccccc3)cc2)cc(OC)c1OC,93.2,4.6*,37.0,95.2,10.0,64.2,69.6,54.9
Nc1ccc2c(c1)/C(=N/O)c1cc([N+](=O)[O-])ccc1-2,77.2,64.6,89.8,57.9,81.8,91.7,93.0,50.8

# Sorted by molecular weight (rising): 12 of the compounds above.
SMILES,HS 578T,LOX IMVI,MDA-MB-468,MALME-3M,MCF7,MDA-MB-231,T-47D,BT-549
N#Cc1c(O)ccc(O)c1C#N,88.3,104.9,x,117.4,100.2,118.6,104.4,100.4
O=C(O)CCc1ccc(O)c(O)c1,114.1,106.5,86.5,99.4,108.2,101.9,108.3,104.0
O=S(=O)(O)c1ccc2ccc(O)cc2c1,x,98.8,x,102.1,98.4,103.5,97.8,94.5
Cc1cc(NS(=O)(=O)c2ccc(N)cc2)no1,115.8&110.4,86.1&100.0,116.5&101.6,101.6&122.4,90.0&112.1,85.6&118.5,86.3,96.7&104.3
Nc1ccc2c(c1)/C(=N/O)c1cc([N+](=O)[O-])ccc1-2,77.2,64.6,89.8,57.9,81.8,91.7,93.0,50.8
CC(=O)Nc1ccc(C(=O)CCN2CCCCC2)cc1,100.9,98.3,100.6,112.8,92.1,98.1,85.3,98.3
CCCCCCCCCC1=NC(C)(C)CN1CC(C)O (stereo unspecified),102.1,92.9,89.6,120.1,93.5,83.6,92.8,111.5
COc1cc(Br)c(CCC(=O)O)cc1OC,111.6,96.4,93.0,x,104.2,92.9,96.8,x
CCOC=Nc1c(C(=O)Nc2ccccc2)oc2ncccc12,112.9,95.5,110.4,109.4,90.6,85.0,82.8,105.2
COc1ccc(Cc2nnc(SCC(=O)Nc3ccc(C)cc3)n2-c2ccc(C)cc2)cc1,100.1,97.6,108.2,99.3,97.1,99.5,x,x
Cc1cc(O)c2c(c1)C1OC(=O)CCCCN1C1=C2C(=O)c2cccc(OC3CC(O)C(O)C(C)O3)c2C1=O (stereo unspecified),105.1,100.3,110.3,116.6,100.7,93.7,76.1,80.8
COc1cc(/C=C\c2cc(/C=C\c3ccc(O)c(OC)c3)n(C(=O)Nc3ccc(C(F)(F)F)cc3)n2)ccc1O,51.9,9.1*,43.8,52.3,22.9,54.8,47.4,19.0

# Bioassay records from PubChem BioAssay.

# Outcome played no part in choosing rows; overall some 12% were active at least once.
